# FXIa inh mix: blocks human factor XIa in pooled compound mixtures; purified FXIa, fluorogenic substrate; inhibition, % at 5 µM; 0.19% of 62,000 active; AID 680;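 also: each value is inhibition by a whole ten-compound pool holding the compound; 0% = enzyme with no mixture and 100% = wells lacking enzyme; strong numbers were not always called active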
# A340 absorber: compounds absorbing at 340 nm. compound absorbance at 340 nm, fold over control. fold change at 10 µM. 65,000 tested, under 10 active. AID 708;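 active = at 10 µM dose, initial 340 nm absorbance at least 2 fold that of control wells; inactive = change under 2 fold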;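 also: initial absorbance extrapolated from kinetic A340 decline of NADH oxidation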
# JNK3 inh: JNK3 (human) kinase inhibition | P53779 | purified JNK3 kinase activity, HTS | inhibition, % at 8 µM | 0.61% of 60,000 active; in the data active = inhibition above about 17%;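 also: 0% = DMSO and 100% = reference inhibitor; many of its hits are not listed in these tables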
# Hsp90 block: displaces geldanamycin probe from tumor Hsp90 | P07900 | inhibition, % at 30 µM | 0.35% of 64,000 active | NCI-N417 lysate Hsp90, Cy3B-geldanamycin FP displacement | AID 429;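 active = inhibition above 50%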;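 also: 0% = tracer plus lysate wells and 100% = tracer alone without lysate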
# FXIIa inh mix: inhibitors of human coagulation factor XIIa, pooled mixtures; P00748; purified FXIIa, fluorogenic substrate; inhibition, % at 5 µM; 0.2% of 62,000 active;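 also: 0% = enzyme without compound and 100% = no enzyme blank; some results filed as inactive read as strong as hits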
# Target sequence (P00748 20-372 limits assumed): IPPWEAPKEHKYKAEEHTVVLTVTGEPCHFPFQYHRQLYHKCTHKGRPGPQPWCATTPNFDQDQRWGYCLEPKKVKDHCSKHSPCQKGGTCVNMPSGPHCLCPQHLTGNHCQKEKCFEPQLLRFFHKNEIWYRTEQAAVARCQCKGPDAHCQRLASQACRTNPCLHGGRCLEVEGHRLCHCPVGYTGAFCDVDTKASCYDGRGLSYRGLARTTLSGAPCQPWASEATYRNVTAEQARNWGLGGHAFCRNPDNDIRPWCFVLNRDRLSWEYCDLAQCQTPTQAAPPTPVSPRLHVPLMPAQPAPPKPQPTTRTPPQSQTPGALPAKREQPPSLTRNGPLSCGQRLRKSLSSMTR
# Target sequence (P00748 373-615 limits assumed): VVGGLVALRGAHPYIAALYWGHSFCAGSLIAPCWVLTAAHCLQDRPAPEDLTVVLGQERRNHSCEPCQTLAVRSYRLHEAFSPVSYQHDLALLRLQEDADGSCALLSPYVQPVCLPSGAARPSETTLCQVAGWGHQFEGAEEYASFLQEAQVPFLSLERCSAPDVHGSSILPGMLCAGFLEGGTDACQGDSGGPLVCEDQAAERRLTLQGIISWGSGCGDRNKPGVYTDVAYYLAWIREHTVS
# Cdc25B inh: human M-phase inducer phosphatase 2 inhibition; P30305; recombinant Cdc25B, OMFP fluorescence Ex485/Em525; inhibition, %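 (compounds tested at 10 µM final in the well)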; 0.1% of 65,000 active; AID 368; in the data active = inhibition above about 50%
# DUSP1 inh: human dual specificity phosphatase 1 inhibition; recombinant MKP-1, OMFP hydrolysis fluorescence; inhibition, %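 (compounds tested at a single concentration somewhere between 10 and 100 µM)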; AID 374; 0.15% of 65,000 active;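 active = inhibition above about 50%, limit read from the data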;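 also: 0% = DMSO max control wells and 100% = wells with enzyme stopped by NaOH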
# Target sequence (P28562 whole entry, looked up): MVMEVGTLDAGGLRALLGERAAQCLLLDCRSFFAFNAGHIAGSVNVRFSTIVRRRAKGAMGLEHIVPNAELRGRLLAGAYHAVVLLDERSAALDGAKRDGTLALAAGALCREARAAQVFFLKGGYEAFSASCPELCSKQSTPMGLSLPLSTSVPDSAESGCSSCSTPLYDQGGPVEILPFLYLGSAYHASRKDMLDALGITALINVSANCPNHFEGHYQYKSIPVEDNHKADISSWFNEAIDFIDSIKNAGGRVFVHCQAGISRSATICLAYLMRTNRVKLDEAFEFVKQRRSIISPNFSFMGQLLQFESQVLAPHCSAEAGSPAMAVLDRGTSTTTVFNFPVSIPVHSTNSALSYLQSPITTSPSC
# AP ELISA ortho: orthogonal test for alternative complement pathway inhibitors | inhibition, % at 5 µM | Human serum alternative complement pathway, LPS-coated ELISA, C3 deposition; tested in compound mixtures | 0.08% of 62,000 active;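 active = inhibition above 30% in each of the two pooled mixtures holding the compound, so the lower value exceeds 30%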;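 also: 0% = serum in Mg-EGTA without compound and 100% = EDTA serum blank; some compounds past the cut are filed as inactive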
#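 Test system: human serum alternative complement pathway, C3 deposition on LPS-coated wells; also added: Plate-bound LPS; doses: 5 µM per compound in ten-compound mixtures; schedule: 1 h at 37 °C; detection: Anti-C3 ELISA, OD 450 nm; evaluation: percent inhibition of C3 deposition onto LPS; repeats: two pool placements per compound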
# MMP-13 inhibitor: MMP13 (human) collagenase inhibition; P45452; MMP-13 fTHP FRET cleavage, Mca fluorescence; inhibition, % at 4 µM; 0.07% of 65,000 active; AID 570;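 active = inhibition above the mean of compound-free control plate wells plus 3 SD, cut at about 14% in these data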;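 also: 0% = DMSO wells and 100% = wells with reference MMP-13 inhibitor after basal subtraction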
# Starred values were filed as active, the others as inactive; . = no result given; [ ] = another dose, or the depositor's remark. Rule as the data show it, unless noted: active = inhibition above about 20% (passing the limit was not always enough); inactive = the rest. Random draw from the library; any-hit rate near 1.5%.
# A first look:
SMILES,FXIa inh mix,A340 absorber,JNK3 inh,Hsp90 block,FXIIa inh mix,Cdc25B inh,DUSP1 inh,AP ELISA ortho,MMP-13 inhibitor
COc1ccccc1NC(=O)c1cc(Sc2nncn2C)nc2ccccc12,2,1.1,-1,-2,4,-9,8,23,2
O=C(CSc1nnc(-c2ccccc2O)o1)N1CCc2ccccc2C1,-21,1.1,.,1,-19,-3,-19,-5,-5
CCCOc1ccc(N2C(=O)CC(N3CCCC(C(=O)N4CCCC4)C3)C2=O)cc1 (stereo not given),1,1,-9,-6,8,-3,10,3,2
CSc1cccc(NC(=O)COc2ccccc2)c1,-2,1,2,0,2,4,-7,9,2
CCc1nc2ccccc2n1CC(=O)N(C(C)CC)C1CCS(=O)(=O)C1 (stereo not given),4,1.1,.,.,4,-5,7,13,-2
Cc1onc(-c2ccccc2Cl)c1C(=O)NCCn1c(C)cc2ccccc21,-23,0.98,1,-3,11,-6,-8,8,1

# All compounds of this part, repeating the preview:
SMILES,FXIa inh mix,A340 absorber,JNK3 inh,Hsp90 block,FXIIa inh mix,Cdc25B inh,DUSP1 inh,AP ELISA ortho,MMP-13 inhibitor
COc1ccccc1NC(=O)c1cc(Sc2nncn2C)nc2ccccc12,2,1.1,-1,-2,4,-9,8,23,2
O=C(CSc1nnc(-c2ccccc2O)o1)N1CCc2ccccc2C1,-21,1.1,.,1,-19,-3,-19,-5,-5
CCCOc1ccc(N2C(=O)CC(N3CCCC(C(=O)N4CCCC4)C3)C2=O)cc1 (stereo not given),1,1,-9,-6,8,-3,10,3,2
CSc1cccc(NC(=O)COc2ccccc2)c1,-2,1,2,0,2,4,-7,9,2
CCc1nc2ccccc2n1CC(=O)N(C(C)CC)C1CCS(=O)(=O)C1 (stereo not given),4,1.1,.,.,4,-5,7,13,-2
Cc1onc(-c2ccccc2Cl)c1C(=O)NCCn1c(C)cc2ccccc21,-23,0.98,1,-3,11,-6,-8,8,1
CC1(C)CC2CC(C)(CN2C(=O)C23CCC(C)(C(=O)O2)C3(C)C)C1 (stereo not given),6,1,2,-4,6,-11,3,18,4
CN(C)c1nc(OCCNC(=O)COc2ccc(Cl)cc2Cl)nc(N2CCOCC2)n1,-3,1.1,.,-1,0,-12,0,9,0
Cc1cccc(CCNC(=O)c2nnc(Cc3ccc(Cl)cc3)o2)c1,-3,1.1,-6,-2,-17,-1,5,19,7
c1ccc2c(N3CCCCC3)nc(N3CCCCC3)nc2c1,.,1,-3,0,.,8,-25,.,-28[fluorescence artefact?]
Cc1nn(Cc2ccccc2)c(Cl)c1C(=O)OCc1nnc(-c2ccc(Cl)cc2)o1,4,1,-9,-5,2,-7,26,8,0
CNc1ccccc1-n1ccc(-c2ccccc2)n1,5,1.1,-4,2,5,3,-9,20,0
Cc1nn(-c2ccccc2)c2c1C1(C(=O)N(C)c3ccccc31)C(C#N)=C(N)O2 (stereo not given),2,1,-8,-12,-13,-7,4,2,5
O=C(NCCN1CCOCC1)c1ccc2c(c1)N(Cc1ccc(F)cc1)C(=O)CS2,-6,1,0,-1,0,-33,-3,0,2
O=C(CSc1nc2c(cnn2-c2ccc(F)cc2)c(=O)[nH]1)N1CCCCCC1,2,1,1,-1,2,0,9,9,-2
COc1cc(C2=NOC(C(=O)NC3CCCCC3)C2)cc(OC)c1OC (stereo not given),3,1,2,-2,3,-11,9,7,-1
Cc1cc(C(=O)OCC(=O)NCc2ccco2)c(C)n1-c1ccc(F)cc1,5,1,7,-5,7,-10,3,10,0
CCOC(=O)N1CCN(c2c(N3CCC(N4CCCCC4)CC3)c(=O)c2=O)CC1,6,1.1,-4,0,0,-7,15,13,5
O=C(CSc1nnc(CSc2nc3ccccc3s2)o1)NC1CCCCC1,5,1,3,0,4,13,5,0,3
CCN(CC)CCNC(=O)Cn1cnc2sc(C)c(S(=O)(=O)N3CCOCC3)c2c1=O,0,1,.,.,3,.,.,10,6
Cc1cc(OCCCCCNCCO)ccc1Cl,2,1.1,.,.,11,-6,-5,-5,.
COc1cc2c(cc1OC)C(C)N(C(=O)c1cc3ccccc3o1)CC2 (stereo not given),3,1,2,-4,10,-5,8,14,4
CC1(C)CC(=O)C2=C(C1)N(c1ccc(F)cc1)C(=O)CC2c1cccnc1 (stereo not given),5,1,4,-1,5,1,1,12,2
Cc1sc2nc(CN(C(=O)c3cccs3)C3CCCC3)[nH]c(=O)c2c1C,4,1,4,0,4,2,-18,-16,2
Cc1cc(NC(=O)c2ccc3c(c2)OCCO3)no1,3,1,-3,-17,3,-35,6,12,0
Cn1c(=O)[nH]c(=O)c2c1nc(Br)n2CCCO,17,1.1,6,-3,3,2,17,-2,-2
O=C(NCc1ccco1)c1ccc2nc3sc4c(c3c(=O)n2c1)CCCC4,-4,1.1,4,0,4,44,28,9,-43
Cc1ccc(C)c(NC(=O)CSc2nnc(CSc3nc(C)cc(C)n3)n2Cc2ccco2)c1,-4,1.1,3,-2,12,-13,10,2,1
CCn1c(=O)c(C(=O)NCc2ccc(OC)cc2)c(O)c2ccccc21,-5,1.1,6,-5,-14,-7,-26,-8,-4
CCOC(=O)c1sc(N)c(C#N)c1CSc1nnc(C2CCCCC2)n1N,2,1.1,5,-7,3,-1,2,13,-5
CC(=O)Nc1coc2ccc(Br)cc12,-6,1,3,-3,2,9,20,14,1
COc1ccccc1-c1noc(CCC(=O)Nc2cccc(C)c2)n1,2,1.1,1,-4,1,-7,-25,17,2
O=C(COC(=O)C1CC(=O)N(c2ccc3c(c2)OCCO3)C1)NC1CCCc2ccccc21 (stereo not given),0,1,2,-6,-6,-23,23,2,2
O=C(O)CN1CCN(Cc2ccc(F)cc2Cl)C1=O,-5,0.98,-2,11,-1,-6,11,-1,-3
CC(=O)C(Sc1nn(C)c(=S)s1)C(=O)Nc1ccccc1 (stereo not given),-18,1.1,-3,-1,5,1,-11,8,2
COc1ccc(-n2c(Cc3cccn3C)nnc2SCC(=O)Nc2ccccc2F)cc1,5,1,2,-5,7,-14,0,7,7
Cc1cc(NC(=O)c2ccco2)ncc1NC(=O)CCc1ccccc1,11,1,-3,-1,3,11,11,9,7
NC(=O)c1cc(S(=O)(=O)Nc2cccc(F)c2)co1,9,1,-1,-2,8,-14,4,6,0
CCCC(=O)Nc1c(C(=O)OCC)[nH]c2ccccc12,8,1.1,4,-4,7,2,0,15,-7
O=C(NC1CCN(Cc2ccccc2)CC1)C1CCCN(S(=O)(=O)c2cccc3nonc23)C1 (stereo not given),8,1,.,-10,-3,1,-4,11,5
CCOC(=O)c1cccc(NC(=O)CN(c2ccc(C)cc2)S(=O)(=O)c2c(C)n[nH]c2C)c1,-1,1,-3,1,-8,-7,30,0,4
CC(=O)N1C(=O)N(C)C2C1N(C)C(=O)N2C(C)=O (stereo not given),10,0.99,1,0,-14,-10,4,13,5
Cn1c(C(=O)NCCc2ccsc2)cc2c(=O)n(C)c3ccccc3c21,3,1.1,0,-2,1,-11,20,5,-6
N#Cc1c(-c2ccco2)cc(C2CC2)nc1N,.,1,6,-6,.,0,-10,.,-140[fluorescence artefact?]
Cc1cc(Nc2ccccc2)n(CCOC(=O)COc2ccccc2)n1,0,1,0,0,-3,-13,20,8,-3
O=C(O)CN(c1ccc(F)cc1)S(=O)(=O)c1ccc2c(c1)OCCO2,.,1,-7,-4,.,-13,13,.,6
Cc1ccc(-n2c(SCc3nnc4n3CCC4)nnc2-c2ccccc2)cc1,6,1,-4,-3,6,7,22,13,-2
CC(C)c1ccc(NC(=O)c2cccnc2)cc1,9,1,3,1,-17,-16,-6,13,3
COc1ccc(OCCSc2nc3ccccc3n2CC(=O)O)cc1,3,1,-1,-3,7,-3,-5,-6,1
CCOc1cc(C2C(C(=O)O)c3cc(OCC)c(OCC)cc3C(=O)N2C)ccc1O (stereo not given),-9,0.99,7,-2,-1,-5,2,1,6

# Remaining list, next part:
SMILES,FXIa inh mix,A340 absorber,JNK3 inh,Hsp90 block,FXIIa inh mix,Cdc25B inh,DUSP1 inh,AP ELISA ortho,MMP-13 inhibitor
CCCCN(C(=O)NC(=O)Nc1c(C)cc(C)cc1C)S(C)(=O)=O,1,1,-1,-1,0,1,-10,16,-8
CC(NC(=O)c1noc2c1CCCC2)c1ccccc1 (stereo not given),7,0.99,2,-5,-14,-6,3,11,2
CC(C)C(=O)Nc1cccc(NC(=O)c2cc3ccccc3o2)c1,1,1.1,0,-3,-1,-5,-3,6,-2
CC(=O)Nc1ccccc1OCC(=O)c1ccc2c(c1)OCO2,8,1.1,.,.,3,-8,7,5,2
CC(=O)NC(CCS(C)(=O)=O)C(=O)Nc1ccc(Cl)c(Cl)c1 (stereo not given),-3,1,2,1,2,5,-2,-3,-2
COC(=O)c1ccc(-c2nc(O)c3cnccn23)cc1,-1,1.1,-3,20,3,-8,6,-9,0
CCc1ccccc1NC(=O)CC1S/C(=N\c2nccs2)N(CC)C1=O (stereo not given),2,1,3,-2,-8,-18,-18,3,2
O=C(CN(Cc1ccc(F)cc1)C(=O)CCC(=O)Nc1ccccn1)NCc1ccco1,4,1,-3,-5,-18,-12,-20,9,-1
COc1ccc(-n2c(SC3CCOC3=O)nc3ccccc3c2=O)cc1OC (stereo not given),6,1.1,1,-1,2,5,2,-3,4
O=C(CCN1C(=O)C2(OCCO2)c2ccccc21)c1ccccc1,-2,1,-2,-4,3,-9,-2,12,-3
c1cc2c(c(NCc3ccncc3)c1)CCCC2,4,1.1,1,6,13,-10,2,1,-5
COc1ccc(C)cc1NC(=O)CSc1nnc(COc2ccccc2)n1Cc1ccco1,1,1,-4,-3,3,2,21,11,-1
CC(=O)N1CCN=C1SCc1ccccc1F,4,1.1,1,0,2,6,10,27,8
Cn1c(=O)c2c(nc(NCC3CCCO3)n2C)n(C)c1=O (stereo not given),7,0.99,5,-8,4,1,-3,15,3
O=C(CCC(=O)N(c1cccc(F)c1)C(C(=O)NC1CCCC1)c1ccncc1)Nc1cccnc1 (stereo not given),7,0.98,1,-1,9,15,4,6,-1
CCOC(=O)c1c(N)c(C#N)nn1-c1ccccc1C(=O)OC,15,1,4,-12,2,2,13,3,3
COc1cccc(-c2nnc(N(C)C(=O)c3ccno3)s2)c1,0,1,1,5,8,-4,-6,-5,-8
CS(=O)(=O)N(CC(O)Cn1c2ccccc2c2ccccc21)c1ccccc1 (stereo not given),9,0.98,-1,-2,-19,-21,13,14,2
COc1ccc(OCC(O)CON2C(=O)c3ccccc3C2=O)cc1 (stereo not given),8,1.1,.,-14,10,-9,15,4,2
O=CN1CCN(C(C(=O)NC2CCCC2)c2ccc(Cl)cc2)CC1 (stereo not given),4,0.99,.,.,4,3,4,10,5
CCCCNC(=O)CC1N=C2c3ccccc3N=C(SCC(=O)Nc3cccc(OC)c3)N2C1=O (stereo not given),13,1,6,-4,-18,-11,3,13,-4
CC1=CC(C)(C)N2C(=O)C3(C(C#N)=C(N)OC4=C3C(=O)CCC4)c3c(C)c(C)cc1c32 (stereo not given),8,1,-11,1,6,5,-1,15,2
CCC(Sc1nc2n[nH]c(C)c2c(=N)n1-c1cccc(Cl)c1C)C(=O)N(CC)CC (stereo not given),4,1,.,0,8,2,32,0,3
C=CCNS(=O)(=O)c1ccc(OCC(=O)OC)cc1,1,1.1,1,3,-1,5,15,11,-2
COc1ccc(S(=O)(=O)N2Cc3ccccc3CC2C(=O)N2CCOCC2)cc1OC (stereo not given),3,0.97,-3,0,5,-12,-8,-3,-5
CC(=O)N1C(=O)N(C(C)=O)C2C1N(C(C)=O)C(=O)N2C(C)=O (stereo not given),-3,0.98,-2,-2,-1,-9,-21,11,3
Cc1cccc(OCc2nnc3n2CCCCC3)c1,0,1,-4,0,0,-2,1,-15,1
